Assay outcomes from PubChem.
TRPV1 agonist: agonists of human vanilloid receptor 1 (TRPV1) | Q8NER1 | TRPV1-expressing cells, Fluo-8 calcium influx, agonist mode | activation, % at 8.33 µM | 320,000 compounds, 0.19% hits; in the data active = activation above about 80%; inconclusive = between about 30% and that limit; also: 0% is about no effect
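TRPV1-expressing cells were cultured overnight at 35.5C and loaded with Fluo-8 calcium dye for 40 to 90 min at room temperature. After a 10 s baseline, compound was added and calcium influx was read kinetically for 3 min (ex 480/em 520 nm).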
KCNH2 3.1 inh: inhibitors of human KCNH2 3.1 potassium channel isoform | U2OS KCNH2 3.1, thallium flux FluxOr; stronger effect = lower value | activity change, % (tested at about 1.8 µM) | 340,000 compounds, 0.95% hits | AID 720553;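 active = maximum activity change below -70%; inconclusive = maximum activity change from -70% to -50%; inactive = maximum activity change above -50%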;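 also: thallium influx rate constant from kinetic fluorescence after stimulation buffer; % is scaled to controls: 0 for no effect and ±100 for the full control effect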
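We transduce U2OS cells with the mutant 3.1 virus, culture them overnight, load FluxOr with Red40 quencher for 45 min, then add stimulation buffer and read kinetically for 2 min to derive a normalized rate constant.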
Eya2 phos inh: Eya2 (human) phosphatase inhibition | O00167 | recombinant Eya2, OMFP fluorescence dephosphorylation (OMFP is methylfluorescein phosphate) | Potency, µM (highest dose often 76.9 µM), without a hit: at the highest dose activity, negative = inhibition, actives largely listed as inhibitors | 330,000 compounds, 0.006% hits; also: potency is read from the fitted curve at half-maximal effect; % is scaled to controls: 0 for no effect and ±100 for the full control effect
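Eya2 protein (added as 0.2 uM solution) was preincubated with compound for 10 min at ambient temperature in 50 mM HEPES pH 7.5, 50 mM NaCl, 5 uM MgCl2, 0.05% BSA, 1 mM DTT. OMFP (added at 50 uM) then reacted 10 min; fluorescence read at 485/525 nm.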
hERG WT inh: KCNH2 (human, wildtype) channel inhibition | Q12809 | U2OS, BacMam KCNH2, thallium flux FluxOr; stronger effect = lower value | activity change, % at 1.84 µM | 340,000 compounds, 0.37% hits | AID 720551;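 active = maximum activity change below -70%; inconclusive = maximum activity change between -70% and -50%; inactive = maximum activity change above -50%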; also: % is scaled to controls: 0 for no effect and ±100 for the full control effect
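U2OS cells transduced with wild-type KCNH2 virus are loaded with FluxOr dye for 45 min, and thallium flux is measured in kinetic reads before and after stimulation buffer. Rate constants are normalized to DMSO controls.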
ELG1 DNA repair: ELG1-dependent DNA repair inhibition. Potency, µM (doses to about 46.1 µM), without a hit: top-dose activity change, negative = inhibition, actives largely listed as inhibitors. HEK293T ELG1-luciferase reporter, luminescence, 16 h; DNA damage induced by 5-fluorouridine. 330,000 compounds, 2.3% hits. AID 504467; also: potency is read from the fitted curve at half-maximal effect; % is scaled to controls: 0 for no effect and ±100 for the full control effect; nearly all actives have a fitted effect of over 55% in size
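Quantitative HTS, concentration-response format. 2,000 cells/well co-treated with 5-fluorouridine and compound, 16 hr in 5% CO2 at 37 °C; ONE-Glo luminescence read after 30 min.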
USP2a inh: USP2a (human) protease inhibition; O75604; USP2 core, Ub-CHOP2 coupled fluorogenic reporter, 485/531; Potency, µM (titrated, usually from 38.3 µM), for inactives: at the top dose activity change, negative = inhibition, actives largely listed as inhibitors; 330,000 compounds, 0.01% hits; AID 463254;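 also: potency is read from the fitted curve at half-maximal effect; plate controls were DMSO wells for no effect and full inhibition by NEM control for full effect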
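Deubiquitinase activity read as fluorescence (485/531 nm) after Ub-CHOP2 cleavage activates the enterokinase reporter on its substrate; USP2 core 10nM, Ub-CHOP2 and substrate 25nM each, 30min compound preincubation then 60min RT; data normalized to NEM, curves fitted.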
Mito fusion yeast: inhibitors of mitochondrial division or activators of mitochondrial fusion; 320,000 compounds, 0.23% hits; AID 485298; Potency, µM (doses to about 46.1 µM), for the others: top-dose growth rescue (activation), most hits filed as activators; S. cerevisiae fusion-defective mutant growth rescue, CellTiterGlo 48 h;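 also: potency is read from the fitted curve at half-maximal effect; % of control where 0% means no effect; nearly all actives have a fitted effect of over 45% in size; temperature-sensitive fusion mutants such as fzo1-1 at 37 °C on non-fermentable ethanol glycerol medium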
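Growth-rescue viability read-out: after 48 h at the non-permissive 37C in glycerol/ethanol YPEG, yeast mitochondrial fusion mutants are measured by CellTiterGlo luminescence; compounds (23 nl pinned per well) restoring growth score as division inhibitors or fusion activators.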
TSHR antagonist: blocks TSH signaling through the human TSH receptor. P16473. TSHR-expressing cells, TSH-stimulated cAMP HTRF, 2 h; stronger effect = lower value. activity change, negative = inhibition, % at 11.5 µM. 330,000 compounds, 0.2% hits. AID 504810;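 active = activity change below a set negative limit, meaning inhibition stronger than a set level, cut at about -70% in these data; inconclusive = activity change between two set negative limits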; also: % is scaled to controls: 0 for no effect and ±100 for the full control effect
Target sequence (P16473 whole entry, looked up): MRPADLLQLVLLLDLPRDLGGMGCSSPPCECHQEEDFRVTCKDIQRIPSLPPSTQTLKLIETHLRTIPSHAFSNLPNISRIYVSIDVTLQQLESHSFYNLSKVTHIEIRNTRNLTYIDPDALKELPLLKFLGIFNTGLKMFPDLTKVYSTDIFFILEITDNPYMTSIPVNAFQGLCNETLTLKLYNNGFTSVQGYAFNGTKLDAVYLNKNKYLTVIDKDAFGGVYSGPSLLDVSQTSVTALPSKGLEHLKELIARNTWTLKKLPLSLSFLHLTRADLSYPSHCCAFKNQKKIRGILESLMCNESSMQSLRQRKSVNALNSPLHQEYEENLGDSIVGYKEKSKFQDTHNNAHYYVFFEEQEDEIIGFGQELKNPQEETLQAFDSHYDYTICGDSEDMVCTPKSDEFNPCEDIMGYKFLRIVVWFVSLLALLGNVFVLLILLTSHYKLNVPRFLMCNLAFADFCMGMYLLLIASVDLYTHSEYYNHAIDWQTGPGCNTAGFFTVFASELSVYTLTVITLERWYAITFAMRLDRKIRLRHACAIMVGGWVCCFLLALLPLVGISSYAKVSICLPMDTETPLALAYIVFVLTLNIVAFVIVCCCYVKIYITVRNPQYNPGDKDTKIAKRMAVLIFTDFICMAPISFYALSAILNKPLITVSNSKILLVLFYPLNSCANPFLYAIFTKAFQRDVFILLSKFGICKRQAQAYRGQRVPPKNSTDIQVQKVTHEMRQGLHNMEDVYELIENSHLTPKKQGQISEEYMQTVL
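Cell-based HTRF cAMP assay; TSHR cells + compound, TSH EC80 (4nM final), 2 h, 37 deg C. Lysis with anti-cAMP cryptate and cAMP-d2, 30 min RT, read 665/620 nm.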
TCR act: activates T cell receptor signaling; primary human leukocytes, anti-CD3, IL-2 HTRF, 48 h; Potency, µM (titrated, usually from 9.22 µM), without a hit: top-dose activation of IL-2 secretion, most hits filed as activators; 330,000 tested, under 10 active; also: % of control where 0% means no effect
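HTRF read-out of IL-2 secretion: europium cryptate donor excited at 320nm, d2 acceptor emission at 665nm. Cells were primary human leukocytes incubated 48 hr with compounds and a-CD3 beads, supplying TCR signal only.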
A-T KAP1 phos: potential ataxia-telangiectasia treatments restoring KAP-1 phosphorylation. […] A-T fibroblasts, KAP-1 phosphorylation AlphaLISA; neocarzinostatin DNA damage 30 min before lysis. Potency, µM (doses to about 57.5 µM), for inactives: at the highest dose activation, usual class: activators. 320,000 compounds, 0.19% hits; also: potency is read from the fitted curve at half-maximal effect; % of control where 0% means no effect; nearly all actives have a fitted effect of over 45% in size
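ATM-like activity read as KAP-1 phosphorylation via AlphaLISA donor/acceptor antibody pairs after lysis and 6 hr at 25C. Cells were ATM-null patient fibroblasts ([…], hTERT), dosed 60 min, then exposed to the DSB inducer NCS for 30 min.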
Numbers without * were called inactive; ? = inconclusive; · = no result given; & = joins results of further samples; [ ] = another dose, or the depositor's remark. Unless noted, calls follow the shape of the dose curve; as a rule, active = well fitted curve in the direction sought with a large enough effect; inconclusive = small, poorly fitted or top-dose-only effect, or another doubt; inactive = no such curve, though single readings can be large; an effect the other way counts as inactive or inconclusive.

No.	SMILES	TRPV1 agonist	KCNH2 3.1 inh	Eya2 phos inh	hERG WT inh	ELG1 DNA repair	USP2a inh	Mito fusion yeast	TSHR antagonist	TCR act	A-T KAP1 phos
1	CCc1cc(C(=O)N/N=C/c2ccc(O)cc2O)c2ccccc2n1	-3	7	-3%	2	?	0%	9%	-13	5%	-2%
2	COc1ccc(CC(=O)Nc2ccc3c(c2)CCC3)cc1	26	13	1%	-1	?	-4%	-1%	4	-6%[46.1 µM]	1%
3	Cc1nn2c(NCCCN3CCOCC3)c3c(nc2c1-c1ccccc1)CCC3	-5	5	13%	0	?	-1%	5%	-8	4%	15%
4	Fc1cccc(/C=N/Nc2ccc3ccccc3n2)c1	5	-27	4%	-4	?	0%	-3%	-6	·	-2%
5	O=C(/C=C/c1ccco1)Nc1nc(-c2ccc(F)c(F)c2)cs1	?	-17	-10%	-16	?	1%	-1%	-30	15%	-1%
6	O=C(CSc1ccc(-c2cccs2)nn1)c1cccs1	8	-1	-5%	-6	?	1%	2%	6	2%	3%
7	CC(=O)c1ccc(N(CC(=O)NC2CCS(=O)(=O)C2)S(=O)(=O)c2ccc(Cl)cc2)cc1 (stereo not drawn)	0	-13	-9%	-3	21%	2%	-2%	11	·	-4%
8	CC(C)c1ccc(N2C(=O)CSC23C(=O)N2CCCc4cccc3c42)cc1 (stereo not drawn)	3	-10	14%	15	13%	1%	-4%	13	·	5%
9	COC(=O)c1sccc1NC(=O)Nc1ccc(C)cc1	?	15	-3%	5	?	-2%	-3%	5	8%	?
10	O=C(Nc1ccccc1)c1ccc(CSc2ccccn2)cc1	?	-1	-17%	-7	?	5%	-2%	-12	7%	4%
11	Cc1ccc(S(=O)(=O)Nc2cccc(-c3ccc(N4CCCCCC4)nn3)c2)cc1C	0	7	3%	-4	?	-2%	0%	9	0%	-4%
12	Cc1ccccc1Oc1ncnc(N)c1[N+](=O)[O-]	0	-11	-13%	-6	4%	4%	16%	7	1%	-2%
13	Cc1ccc(C(=O)CNc2ccccc2C)cc1	25	-1	5%	2	?	3%	17%	25	-6%[46.1 µM]	-7%
14	Cc1ccc(-c2c(C(=O)NNC(=S)NCC3CCCO3)csc2C)cc1 (stereo not drawn)	4	4	2%	-14	-12%	9%	-5%	14	1%	-1%
15	CCc1ccc(N=c2c([N+](=O)[O-])nn(-c3ccccc3)n2O)cc1	3	-11	9%	-15	-1%	-2%	18µM*	-15	-18%	-4%
16	O=C(NCCCN1CCCC1=O)c1ccccc1NS(=O)(=O)c1ccc(Br)cc1	9	4	-34%	-8	-12%	0%	3%	1	-1%	·
17	CNC(=O)CSc1nnc(C(C)C)n1C	-3	-22	3%	3	13%	1%	-2%	-11	-4%	-2%
18	CCO[C@@H]1OC(C(=O)N2CCN(Cc3ccccc3)CC2)=C[C@H](c2csc3ccccc23)[C@H]1CCCO	-2	-7	-11%	0	-28%	2%	0%	-12	-2%	2%
19	CN(C)c1nc(N)nc(CSc2nc3cc(Cl)ccc3o2)n1	0	8	14%	32	?	1%	-5%	-5	-3%	9%
20	CC(C)c1ccc(N2C(=O)CC(Sc3ncccn3)C2=O)cc1 (stereo not drawn)	-1	1	6%	-10	-2%	1%	-20%	-10	-6%	-3%
21	CCCNC(C)C(=O)Nc1ccccc1C (stereo not drawn)	-2	-4	?	5	·	8%	-12%&4%	-18&11	3%	·
22	CCN1CCN(Cc2c(C(=O)N/N=C(\C)c3ccc(Cl)cc3)nnn2-c2nonc2N)CC1	2	-24	1%	6	17%	2%	-4%	-4	13%	-4%
23	Cc1ccc2nc(SCC(=O)Nc3cc(C(C)(C)C)nn3-c3ccccc3)[nH]c2c1	0	-2	-9%	5	-14%	-5%	20%	8	-8%[46.1 µM]	0%
24	CCN1CCCC1CNC1=NCCCCC1 (stereo not drawn)	2	-3	-9%	-16	20%	6%	-2%	2	2%	0%
25	O=C(COC(=O)/C=C/c1cccs1)Nc1cccc(S(=O)(=O)N2CCCC2)c1	7	12	-1%	-2	15%	2%	8%	-8	6%	-1%
26	O=C(CSc1ccc(-c2ccco2)nn1)N1CCCCC1	0	2	5%	-4	?	-4%	-3%	12	·	3%
27	CC1(C)CC(C#N)(N2CCOCC2)CCO1 (stereo not drawn)	3	11	·	3	·	·	-1%	·	0%	·
28	CCCCN(C(=O)Cc1ccc(S(=O)(=O)N2CCOCC2)s1)c1ccccc1	0	-12	-10%	-4	-6%	-1%	-1%	9	2%	0%
29	Cc1ccc(/C=N/N2CCCCC2)o1	-1	-28	3%	-2	?	3%	-2%	18	-2%	-2%
30	NS(=O)(=O)c1ccc(CCNC(=O)c2cc(-c3ccc(Br)cc3)nc3ccccc23)cc1	1	-33	1%	4	?	2%	2%	-16	3%	4%
31	CC/C(=N\NC(=O)c1ccc(Br)cc1)c1ccccc1	3	-1	1%	-2	?	4%	1%	-5	-4%	6%
32	O=C(NCC(F)(F)F)N1CCOCC1	-2	-15	-8%	-5	23%	0%	-1%	2	-4%	·
33	FC(F)(F)c1nc2ccccc2c2nc3ccccc3n12	0	-7	0%	16	?	7%	-10%	-1	0%[46.1 µM]	7%
34	COc1ccc(C(CC(=O)N2CCCCC2)c2c(O)cc(OC)cc2OC)cc1 (stereo not drawn)	10	·	-5%	·	0%	0%	2%	9	-6%	42%
35	CSCCC(NC(=O)c1ccccc1)C(=O)Nc1ccncc1 (stereo not drawn)	-4	11	-12%	-9	16%	2%	6%	27	4%	10%
36	COc1ccc(-c2noc(CN(C(=O)c3ccc(OC(C)=O)cc3)C(C)C)n2)cc1OC	-7	-3	-3%	-2	-7%	1%	-6%	5	-3%	?
37	CC1=C(C(N)=O)C(c2ccco2)C(C(N)=O)=C(C)N1	4	9	7%	-12	-4%	-1%	-4%	9	11%	·
38	O=C(NCCN1CCOCC1)c1ccccc1N1C(=O)[C@@H]2Cc3c([nH]c4ccccc34)C(c3ccc(F)cc3)N2C1=O (stereo partly drawn)	-3	-12	11%	3	5.2µM*	0%	4%	14	-3%	2%
39	CCOC(=O)c1ccc(Oc2nc(NC)nc(SC)n2)cc1	8	-5	-9%	1	8%	-2%	9%	-8	-1%	2%
40	Cc1cc2cc(C(c3nnnn3Cc3ccco3)N3CCc4ccccc4C3)c(=O)[nH]c2cc1C (stereo not drawn)	1	-5	13%	15	?	0%	4%	1	4%	0%
41	CN1c2ccsc2C(O)=C(C(=O)Nc2ccccc2)S1(=O)=O	3	0	14%	1	?	0%	5%	2	·	8%
42	COC(CNS(=O)(=O)c1ccc(S(=O)(=O)N2CCCC2)cc1)OC	-1	4	-2%	-4	-4%	2%	1%	-1	-2%	6%
43	O=C1CN(CC(=O)Nc2ccc(Cl)cc2)CCN1	5	-5	3%	-6	5%	-3%	1%	-5	3%	·
44	COC(=O)C1=C(C)n2nnnc2NC1c1cc2ccccc2o1 (stereo not drawn)	5	21	-5%	5	-15%	3%	8%	3	3%	13%
45	CN(CC(=O)N1CCCC1)S(=O)(=O)c1ccc(Cl)cc1	-1	21	-5%	-3	?	-1%	-2%	10	4%	5%
46	CCOC(=O)/C(N=Nc1ccc2c(c1)OCO2)=C(\C)O	?	-11	15%	7	?	4%	-2%	-5	-2%	-1%
47	COc1ccc(C(C(=O)NC2CCCC2)N(C(=O)c2ccco2)c2cccc(C(C)=O)c2)cc1OC (stereo not drawn)	0	33	-11%	-8	-4%	2%	2%	-5	-5%	14%
48	CCCc1nnc(NC(=O)CCC(=O)N2CCN(Cc3ccc(OC)c(F)c3)CC2)s1	-3	4	-3%	26	4%	3%	8%	19	-4%	10%
49	O=C(CN1C(=O)C2CC=CCC2C1=O)Nc1nnc(C2CC2)s1 (stereo not drawn)	0	-10	-4%	-2	2%	0%	0%	-1	1%	1%
50	CN(C)C(=S)NC(C)(C)C	·	-8	7%	1	2%	1%	-5%	5	-4%	-8%
51	Cc1nc2ccc(NC(=O)c3ccc(S(=O)(=O)N4CCOCC4)cc3)cc2s1	3	-7	7%	7	9.2µM*	1%	-2%	-15	20%	-4%
52	CCn1ncc(CN2CCCC(C(=O)Nc3cccc(-c4cc5ccccc5[nH]4)c3)C2)c1C (stereo not drawn)	9	-10	-6%	22	-8%	-3%	-3%	8	4%	-4%
53	O=C(C1CCN(Cc2ccccc2O)CC1)N1CCN(Cc2ccc3c(c2)OCO3)CC1	-2	9	-11%	-3	-2%	1%	2%	0	-2%	-1%
54	COc1ccc(-n2c(=O)cc(N3CCN(c4ccccc4)CC3)[nH]c2=O)cc1	-4	-2	8%	-3	-16%	4%	-2%	3	5%	·

Not all compounds are listed; the hit share may differ from the screen's.
